a7 integrin act: qHTS for Activators of Integrin-Mediated Alleviation for Muscular Dystrophy; alpha7betagal myoblasts, beta-gal FDG fluorescence, 48 h; 350,000 tested, 0.064% active; Potency, µM (titrated, usually from 38.3 µM), for the others: top-dose activation, hits mostly activators;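 note: potency is the fitted concentration of half-maximal effect; 100% = response of the positive control SU9516; nearly all actives have a fitted effect of over 60% in size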
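Alpha7betagal+/- myoblasts (passage 13) were plated 16-24 hr, then exposed to compounds (1:260 dilution of DMSO stock) for 48 hours at 37C. After MPER lysis, β-galactosidase reporter activity was read as FDG fluorescence (ex 480/em 540) after 30 minutes.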
PKM2 activator: qHTS Assay for Activators of Human Muscle isoform 2 Pyruvate Kinase; 260,000 tested, 0.34% active; Pyruvate kinase PKM (Homo sapiens), P14618; AID 1631, 2009; purified PKM2, Kinase-Glo ATP luminescence, activation; response scale: 0% is enzyme alone, no compound; Potency, µM (doses to about 57.5 µM), for the others: at the top dose activation, most hits filed as activators; note: potency is the fitted concentration of half-maximal effect; % is set by controls: 0 for no effect and ±100 for the full control effect; nearly all actives have a fitted effect of over 55% in size
Target sequence (P14618 whole entry, looked up, canonical isoform): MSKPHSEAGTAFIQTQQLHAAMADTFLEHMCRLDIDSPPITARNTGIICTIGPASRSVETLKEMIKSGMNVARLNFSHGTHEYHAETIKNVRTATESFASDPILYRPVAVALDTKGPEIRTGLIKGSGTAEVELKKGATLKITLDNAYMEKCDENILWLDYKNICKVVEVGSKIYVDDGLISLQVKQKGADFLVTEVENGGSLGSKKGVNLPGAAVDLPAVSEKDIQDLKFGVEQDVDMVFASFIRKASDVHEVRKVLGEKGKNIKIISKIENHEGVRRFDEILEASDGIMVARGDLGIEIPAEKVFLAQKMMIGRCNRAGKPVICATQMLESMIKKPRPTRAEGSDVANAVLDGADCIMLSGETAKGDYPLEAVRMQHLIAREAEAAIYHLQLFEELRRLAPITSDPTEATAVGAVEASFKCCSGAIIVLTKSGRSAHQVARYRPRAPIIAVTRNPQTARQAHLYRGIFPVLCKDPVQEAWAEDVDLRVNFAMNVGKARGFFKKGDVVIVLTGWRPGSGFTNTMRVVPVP
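Purified hPK-M2 (>95%) run at intermediate activity with 0.1 mM ADP and 0.5 mM PEP in 50 mM imidazole pH 7.2, KCl, MgCl2; 1 h room temperature. ATP formed read by Kinase-Glo luminescence; normalized to uninhibited and no-enzyme controls.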
Menin MLL FP TR: qHTS Assay for Inhibitors Targeting the Menin-MLL Interaction in MLL Related Leukemias: Competition With Texas Red Labeled MLL-derived Mutant Peptide. AID 1768, 2009. Menin + Texas Red MLL mutant peptide, fluorescence polarization. Potency, µM (doses to about 61.6 µM), for inactives: at the highest dose FP activity change, negative = inhibition, actives largely listed as inhibitors. O00255. 270,000 tested, 0.23% active; active = well fitted inhibition curve with a large enough effect in the polarisation, with a control signal flat, not every such curve was filed as active; inconclusive = small, poorly fitted or top-dose-only effect, or effect the other way, or a change in a side signal; inactive = no such curve, though single readings can be large or run the other way; the % refers to the polarisation; note: potency is the fitted concentration of half-maximal effect; % of control where 0% means no effect; many of its hits are not listed in these tables
B2AR arrestin: qHTS assay of beta-arrestin-biased ligands of beta2-adrenergic receptor; 330,000 tested, 0.02% active; Beta-2 adrenergic receptor (Homo sapiens), P07550; Potency, µM (titrated, usually from 46.1 µM), without a hit: top-dose activation, actives largely listed as activators; beta-arrestin recruitment to beta2AR, cell-based reporter;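 note: potency is the fitted concentration of half-maximal effect; 0% = DMSO controls and full agonism = EC100 isoproterenol or metaproterenol; nearly all actives have a fitted effect of over 65% in size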
Giardia killer: Small Molecules that selectively kill Giardia lamblia: qHTS; activity change, % at 7.66 µM, hits read low; Giardia lamblia trophozoite viability; 340,000 tested, 0.15% active; in the data active = activity change below about -80%; inconclusive = between about -30% and that limit;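 note: parasites exposed to compound for two days anaerobically before the ATP read; % is set by controls: 0 for no effect and ±100 for the full control effect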
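Each well holds 100 Giardia trophozoites and compound. After two days (48 hrs) at 37 deg C in anaerobic conditions, ATP is quantified by luminescence.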
Chronic BCR inh: qHTS Assay to Find Inhibitors of Chronic Active B-Cell Receptor Signaling | ABC-DLBCL IkBa-CBG/CBR reporter, luminescence ratio, 4 h | Potency, µM (doses to about 46.1 µM), without a hit: at the top dose ratio change, negative = lower green/red ratio, hits mostly inhibitors | 340,000 tested, 0.05% active | AID 493014, 2011; active = well fitted inhibition curve with a large enough effect in the signal ratio, with a control signal flat, not every such curve was filed as active; inconclusive = small, poorly fitted or top-dose-only effect, or effect the other way, or a change in a side signal; the % refers to the signal ratio;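 note: potency is the fitted concentration of half-maximal effect; plate controls were basal doxycycline-induced cells for no effect and cells given 10 µM MG132 for full effect; MG132 reads +100%, hits lower the ratio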
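TMD8 ABC-DLBCL cells carrying doxycycline-inducible green luciferase fused to IkappaBalpha plus unfused red luciferase were exposed to compounds (up to 46 uM) for 4 hrs at 37C. Activity came from the overlap-corrected green/red luminescence ratio.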
GALK inhibitor: qHTS Assay for Inhibitors of Human Galactokinase (GALK) | P51570 | Purified GALK, Kinase-Glo residual ATP luminescence | Potency, µM (series often up to 57.5 µM), for inactives: top-dose activity change, negative = inhibition, usual class: inhibitors | 270,000 tested, 0.007% active; note: potency is the fitted concentration of half-maximal effect; % is set by controls: 0 for no effect and ±100 for the full control effect
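ATP-depletion format; final 35 uM ATP, 100 uM D-galactose, 5 nM enzyme; pH 8.0 HEPES/Mg2+ buffer; 60 min RT; luminescence read 10 min after detection reagent.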
ASM inhibitor: Inhibitors of Secretory Acid Sphingomyelinase (S-ASM): qHTS. Sphingomyelin phosphodiesterase (Homo sapiens), P17405. Potency, µM (series often up to 57.5 µM), for the others: at the highest dose activity change, negative = inhibition, usual class: inhibitors. placental ASM, HMU-PC fluorogenic substrate, 60 min. 340,000 tested, 0.006% active. AID 504937, 2011; note: potency is the fitted concentration of half-maximal effect
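Fluorogenic HMU-PC substrate (9 uM final) is turned over by placental ASM in 60 min at 37 C after a 10 min compound preincubation. Reaction ended by alkaline stop (pH 10), with fluorescence read at 386/447 nm.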
TSG101-PTAP inh: qHTS Assay for Iinhibitors of HIV-1 Budding by Blocking the Interaction of PTAP/TSG101; Tumor susceptibility gene 101 protein (Homo sapiens), Q99816; Fluorescence polarization, FITC-PTAP peptide / Tsg101 binding; Potency, µM (highest dose often 115 µM), inactives show at the top dose activity change, negative = inhibition, usual class: inhibitors; 340,000 tested, under 10 active; AID 493005, 2010; active = well fitted inhibition curve with a large enough effect in the main read-out, with a control signal flat, not every such curve was filed as active; inconclusive = small, poorly fitted or top-dose-only effect, or effect the other way, or a change in a side signal; inactive = no such curve, though single readings can be large or run the other way; note: potency is the fitted concentration of half-maximal effect; % of control where 0% means no effect
Target sequence (Q99816 whole entry, looked up): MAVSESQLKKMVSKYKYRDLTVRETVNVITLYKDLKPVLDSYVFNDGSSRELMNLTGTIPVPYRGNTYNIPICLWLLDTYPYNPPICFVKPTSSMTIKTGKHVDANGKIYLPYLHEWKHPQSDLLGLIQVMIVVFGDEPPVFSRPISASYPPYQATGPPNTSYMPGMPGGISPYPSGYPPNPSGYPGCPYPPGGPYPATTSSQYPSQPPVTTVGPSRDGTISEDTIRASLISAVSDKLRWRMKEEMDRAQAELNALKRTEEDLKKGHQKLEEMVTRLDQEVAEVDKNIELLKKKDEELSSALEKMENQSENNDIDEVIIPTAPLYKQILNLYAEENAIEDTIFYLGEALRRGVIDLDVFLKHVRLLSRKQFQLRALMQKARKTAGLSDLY
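Fluorescence polarization binding of Tsg101 binding domain (10 uM final) to FITC-labeled PTAP peptide (50 nM final) in HEPES pH 7.5 buffer with NaCl, Tween 20, EDTA, TCEP. Compounds added before peptide; binding 20 min at RT.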
FBPA coupling cs: qHTS Assay for Inhibitors of Fructose-1,6-bisphosphate Aldolase from Giardia Lamblia: Coupling assay counterscreen. coupling enzyme system counterscreen, AmpLite Red fluorescence. activity change, negative = inhibition, % at 58.2 µM, hits read low. 290,000 tested, 0.67% active. AID 2472, 2010; in the data active = activity change below about -30%; note: % is set by controls: 0 for no effect and ±100 for the full control effect
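First, compound is pin-transferred into glyceraldehyde-3-phosphate coupling-enzyme reagent at 57.5 uM final and held 10 min at RT. Next, substrate, coupling system and AmpLite Red are added. After 20 min RT, fluorescence (525/598 nm) is read.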
Tb PFK block: qHTS Assay to Find Inhibitors of T. brucei phosphofructokinase; Potency, µM (doses to about 57.5 µM), inactives show at the top dose activity, negative = inhibition, hits mostly inhibitors; ATP-dependent 6-phosphofructokinase (Trypanosoma brucei brucei), O15648; 330,000 tested, 0.17% active; T. brucei PFK, ADP-Glo luminescence; AID 485367, 2010;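 note: potency is the fitted concentration of half-maximal effect; 0% = uninhibited 1x PFK enzyme wells and -100% = no-enzyme wells; nearly all actives have a fitted effect of over 60% in size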
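Activity is normalized to no-enzyme wells (full inhibition) and 1.25 nM enzyme wells (no inhibition). Reaction: 0.5 mM F6P, 0.1 mM ATP, 45 min RT, ADP-Glo luminescence; concentration-response curves fitted and classed by quality.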
* hit, by the source's call; ? = inconclusive; . = not tested or not shown; [ ] = dose if it differs, or a comment. Unless noted, calls come from the whole dose curve; as a rule, active = well fitted curve in the direction sought with a large enough effect; inconclusive = small, poorly fitted or top-dose-only effect, or another doubt; inactive = no such curve, though single readings can be large; an effect the other way counts as inactive or inconclusive.

Molecule,a7 integrin act,PKM2 activator,Menin MLL FP TR,B2AR arrestin,Giardia killer,Chronic BCR inh,GALK inhibitor,ASM inhibitor,TSG101-PTAP inh,FBPA coupling cs,Tb PFK block
CN1CCC(Oc2ccc(Sc3ccccc3)cc2)CC1,-46.5%[inhibitor],6.0%,-22.9%,-0.5%,-5.6,?,2.4%,-1.4%,-0.2%,3.9,-4.4%
CCOc1ccc(-n2cnnn2)cc1S(=O)(=O)NCCc1ccc(OC)c(OC)c1,-3.9%,13.9%,37.0%[activator],0.0%,-29.7,10.7%,0.2%,-0.6%,-3.5%,3.1,-0.8%
CCN1CCN(CCCN(Cc2ccco2)C(=S)Nc2cc(Cl)ccc2C)CC1,-2.3%,-17.6%,-3.0%,-0.2%,0.3,4.0%,-7.4%,4.5%,0.0%,1.3,-5.8%
CC1(C)CC(=O)C(Sc2ccccc2)=C(O)C1,16.7%,4.9%,.,-0.2%,-14.1,0.0%,-2.6%,2.8%,-7.6%,0.8,1.3%
COc1ccc(/C=C/CN2CCN(Cc3cccc(OC)c3)C(CCO)C2)cc1 (stereo not given),-17.0%,-1.4%,-15.5%,-0.9%,5.0,?,3.4%,0.3%,-2.7%,0.6,-0.4%
O=C(Nc1ccc([N+](=O)[O-])cn1)c1cc(-c2cccc(Br)c2)nc2ccccc12,25.0%,2.3%,3.5%,3.8%,0.0,1.9%,0.1%,.,-1.9%,-2.1,1.7%
CC1CC/C(=C\c2ccc3c(c2)OCO3)C(=O)/C1=C/c1ccc2c(c1)OCO2 (stereo not given),-61.0%[inhibitor],2.3%,-6.8%,-0.2%,-7.8,-2.5%,-2.2%,-7.2%,2.7%,2.3,-25.0%
O=C(NC(=S)NCCO)c1cn(-c2ccccc2)nc1-c1ccccc1,-21.0%,-7.4%,10.3%,-0.2%,5.9,0.2%,0.3%,1.1%,0.4%,-4.8,-1.9%
CC(C)c1cc(=O)[nH]c(SCC(=O)NC2CCCC2)n1,32.5%,1.1%,.,-0.7%,39.7[activator],-1.4%,-6.8%,0.6%,-7.1%,.,-0.3%
COc1cc(CCC(=O)N2CCN(c3ccc(N4CCOCC4)nn3)CC2)cc(OC)c1OC,.,1.5%,-0.5%,0.1%,.,?,2.4%,.,.,-1.3,-10.7%
COc1ccccc1C(=O)NNC(=O)C(=O)Nc1ccc(C)c(Cl)c1,-23.0%,0.0%,?,-0.1%,2.9,?,-0.2%,-0.5%,-0.5%,9.1,22.7%
Cc1ccc(C)c(OCC(=O)NC(Cc2c[nH]c3ccccc23)C(=O)O)c1 (stereo not given),29.9%,-25.5%,17.7%,-0.2%,26.8,2.2%,-0.2%,-0.5%,-0.5%,10.6,-1.7%
CCn1c(COc2ccc(OC)cc2)nc2ccccc21,-10.5%,-8.9%,-2.2%,-0.1%,-9.2,?,-1.8%,-0.2%,-6.0%,.,-2.8%
COc1cccc(CC(NC(C)=O)C(=O)NC2CCN(C(=O)c3ccncc3)CC2)c1OC (stereo not given),26.7%,-0.7%,7.8%,0.2%,17.0,-0.3%,15.3%,4.6%,0.7%,0.0,-11.5%
COc1ccc(CCNC(=O)C2CC3Cn4c(nc5cc(Cl)c(Cl)cc54)C3N2C)cc1 (stereo not given),4.5%,1.8%,.,-0.2%,9.5,-5.0%,-1.9%,2.0%,-2.2%,0.6,-5.0%
Cc1ccc(N2CCN(/N=C/c3cccnc3)CC2)cc1,?,.,-7.0%,-0.2%,7.2,7.1%,.,-0.7%,-6.5%,-0.5,0.3%
CCCCCCc1cc2cc(S(=O)(=O)c3ccc(F)cc3)c(=O)oc2cc1O,26.5%,8.3%,?,-0.5%,-15.8,16.4%,0.0%,.,0.3%,1.4,3.0%
C[C@]12C(=O)N(c3cccc(Cl)c3)C(=O)N1[C@@H]1c3ccccc3OC[C@@H]1[C@H]2c1ccccc1,-25.6%,.,.,0.2%,6.4,0.7%,.,-0.9%,-5.1%,.,3.6%

Rewritten with two lines to a compound: seven of the compounds above.
Each structure is followed by: a7 integrin act, PKM2 activator, Menin MLL FP TR, B2AR arrestin, Giardia killer, Chronic BCR inh, GALK inhibitor, ASM inhibitor, TSG101-PTAP inh, FBPA coupling cs, Tb PFK block
COc1ccccc1C(=O)NNC(=O)C(=O)Nc1ccc(C)c(Cl)c1
 : -23.0%, 0.0%, ?, -0.1%, 2.9, ?, -0.2%, -0.5%, -0.5%, 9.1, 22.7%
Cc1ccc(C)c(OCC(=O)NC(Cc2c[nH]c3ccccc23)C(=O)O)c1 (stereo not given)
 : 29.9%, -25.5%, 17.7%, -0.2%, 26.8, 2.2%, -0.2%, -0.5%, -0.5%, 10.6, -1.7%
CCn1c(COc2ccc(OC)cc2)nc2ccccc21
 : -10.5%, -8.9%, -2.2%, -0.1%, -9.2, ?, -1.8%, -0.2%, -6.0%, ., -2.8%
COc1cccc(CC(NC(C)=O)C(=O)NC2CCN(C(=O)c3ccncc3)CC2)c1OC (stereo not given)
 : 26.7%, -0.7%, 7.8%, 0.2%, 17.0, -0.3%, 15.3%, 4.6%, 0.7%, 0.0, -11.5%
COc1ccc(CCNC(=O)C2CC3Cn4c(nc5cc(Cl)c(Cl)cc54)C3N2C)cc1 (stereo not given)
 : 4.5%, 1.8%, ., -0.2%, 9.5, -5.0%, -1.9%, 2.0%, -2.2%, 0.6, -5.0%
Cc1ccc(N2CCN(/N=C/c3cccnc3)CC2)cc1
 : ?, ., -7.0%, -0.2%, 7.2, 7.1%, ., -0.7%, -6.5%, -0.5, 0.3%
CCCCCCc1cc2cc(S(=O)(=O)c3ccc(F)cc3)c(=O)oc2cc1O
 : 26.5%, 8.3%, ?, -0.5%, -15.8, 16.4%, 0.0%, ., 0.3%, 1.4, 3.0%

High-throughput results: PubChem, National Center for Advancing Translational Sciences (NCATS)

An excerpt; count on the stated rates, not on these rows.
